# Bioassay records from PubChem.
# HUVEC tox TNFa: HUVEC cytotoxicity counter-screen, TNF alpha stimulated; HUVEC TNFalpha-stimulated, Hoechst cell count, imaging; cell count reduction, % at 2 µM; 0.17% of 93,000 active; AID 848;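 active means cell count reduction exceeding the screen mean by over 5 SD, scaled to untreated wells per plate, cut at about 78% in these data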;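 further: cells counted after 24 h of TNF alpha exposure following the 1 h pretreatment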
# CYP2C9 activ: increases human cytochrome P450 2C9 activity; activation factor at 5 µM; P11712; 1.4% of 96,000 active; recombinant CYP2C9, luciferin-H conversion, luminescence; active compounds read high; factor 1 = untreated enzyme, 0 = blocked;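 active means activation factor of 2 or more for CYP2C9 at a 5 µM dose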;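 further: 0 = sulfaphenazole-blocked wells and 1 = vehicle-only wells; values of inactives mirror those of a sister screen read the other way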
# Target sequence (P11712 whole entry, looked up): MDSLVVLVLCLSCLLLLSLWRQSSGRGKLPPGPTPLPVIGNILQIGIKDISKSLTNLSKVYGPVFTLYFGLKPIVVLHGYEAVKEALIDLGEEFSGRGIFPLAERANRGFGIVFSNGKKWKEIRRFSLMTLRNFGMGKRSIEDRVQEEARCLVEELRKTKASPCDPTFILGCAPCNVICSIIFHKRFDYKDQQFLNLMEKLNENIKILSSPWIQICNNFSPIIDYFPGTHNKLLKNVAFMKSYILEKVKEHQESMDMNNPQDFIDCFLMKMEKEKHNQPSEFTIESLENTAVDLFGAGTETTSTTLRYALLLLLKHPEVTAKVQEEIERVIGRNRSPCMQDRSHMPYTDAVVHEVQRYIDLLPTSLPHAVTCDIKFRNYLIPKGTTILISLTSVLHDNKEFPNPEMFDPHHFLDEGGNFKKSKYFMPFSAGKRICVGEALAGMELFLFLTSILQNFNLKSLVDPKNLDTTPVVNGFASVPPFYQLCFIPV
# Candida biofilm: kills Candida albicans biofilms; C. albicans biofilm + clotrimazole, Alamar Blue; inhibition, % at 6 µM; 0.14% of 85,000 active; AID 834;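 active means inhibition above 20%; inactive means inhibition below 20%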;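 further: preformed 24 hr biofilms exposed to compound for 48 hr; 0% = biofilm without compound and 100% = blank killed by clotrimazole plus chlorhexidine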
# DAT uptake mod: human DAT dopamine uptake with cocaine, either direction; Q01959; LLC-PK1 hDAT cells, [14C]-dopamine uptake with cocaine IC80; actives deviate in either direction; B-score at 10 µM; 1.3% of 110,000 active; AID 449768;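 active means Z score or B-score, a plate-position-corrected score, falls beyond the plate's 99.7% confidence bounds, in either direction; inactive means both scores lie inside the 99.7% bounds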;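 further: scored against the spread of the other compound wells on the same plate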
# Target sequence (Q01959 whole entry, looked up): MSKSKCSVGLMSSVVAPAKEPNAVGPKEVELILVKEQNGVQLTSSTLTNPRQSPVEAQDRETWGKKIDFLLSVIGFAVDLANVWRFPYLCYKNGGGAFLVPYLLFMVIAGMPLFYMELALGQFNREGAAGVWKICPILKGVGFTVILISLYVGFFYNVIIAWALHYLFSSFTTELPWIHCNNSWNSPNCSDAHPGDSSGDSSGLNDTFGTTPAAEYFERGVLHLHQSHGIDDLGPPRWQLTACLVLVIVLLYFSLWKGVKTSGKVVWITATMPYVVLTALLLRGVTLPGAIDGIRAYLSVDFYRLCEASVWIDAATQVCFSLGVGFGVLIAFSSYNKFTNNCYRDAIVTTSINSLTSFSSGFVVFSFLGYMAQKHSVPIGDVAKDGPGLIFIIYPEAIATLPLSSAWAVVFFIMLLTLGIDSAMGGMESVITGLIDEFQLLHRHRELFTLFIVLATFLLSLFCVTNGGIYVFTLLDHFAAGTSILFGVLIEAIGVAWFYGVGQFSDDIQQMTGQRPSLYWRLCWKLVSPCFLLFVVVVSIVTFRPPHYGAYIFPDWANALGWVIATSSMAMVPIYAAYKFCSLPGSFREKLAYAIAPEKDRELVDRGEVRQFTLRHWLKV
# VCAM1 TNFa inh: reduces TNF alpha induced VCAM1 expression in HUVEC | inhibition, % at 2 µM | HUVEC TNFa-induced VCAM-1 immunofluorescence, high-content imaging | 0.48% of 95,000 active;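 active means inhibition above the batch mean plus 3 SD, with images confirmed as a hit by eye, cut at about 37% in these data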;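 further: 0% = TNF-stimulated DMSO wells and 100% = unstimulated control wells; not every result past the cut was called active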
# IL1B cytotox: HUVEC cytotoxicity counter-screen, IL-1B stimulated. HUVEC cell count loss, Hoechst imaging. cell count reduction, % at 2 µM. 0.41% of 94,000 active;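 active means cell count reduction more than 3 SD above the screen-wide mean, cut at about 70% in these data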;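 further: normalized per plate to untreated control cells as the no-loss baseline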
# CYP2C9 inhib: human CYP2C9 inhibition | AID 777 | 20% of 96,000 active | CYP2C9 Supersomes, luciferin-H conversion, luminescence | inhibition, % at 5 µM;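 active means blocking of liver enzyme CYP2C9 beyond about 50% at 5 µM, limit read from the data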; further: values of inactives mirror those of a sister screen read the other way
# CYP2C19 activ: activators of human cytochrome P450 2C19; P33261; recombinant CYP2C19, luciferin-H EGE luminescence; active compounds read high; 0 = fully inhibited enzyme, 1 = untreated enzyme; activation factor at 5 µM; 96,000 tested, under 10 active; AID 1025;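 active means activation factor of at least 2 at 5 µM in the primary screen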;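 further: 0 = wells with 2.5 mM tranylcypromine and 1 = vehicle-only wells; values of inactives mirror those of a sister screen read the other way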
# CYP2C19 inh: human CYP2C19 inhibition; P33261; CYP2C19 Supersomes, luciferin-H EGE luminescence, 30 min; inhibition, % at 5 µM; 21% of 96,000 active; AID 778;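 active means CYP2C19 inhibition above a set limit at 5 µM in the primary screen, cut at about 50% in these data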;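 further: plate controls were negative control wells for no effect and 2.5 mM tranylcypromine positive control for full effect; values of inactives mirror those of a sister screen read the other way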
# * hit, by the source's call; · = no result given.
Molecule,HUVEC tox TNFa,CYP2C9 activ,Candida biofilm,DAT uptake mod,VCAM1 TNFa inh,IL1B cytotox,CYP2C9 inhib,CYP2C19 activ,CYP2C19 inh
CN(Cc1nc2ccccc2c(=O)[nH]1)Cc1cc(=O)oc2ccc3ccccc3c12,-30.1,0.7,5.0,-0.574,-1.2,8.4,34.3,1,2.9
CCCCn1c(SCN2C(=O)c3ccccc3C2=O)nc2cc(S(N)(=O)=O)ccc21,·,0.9,12.7,0.0714,·,·,9.0,0.8,18.9
CCc1cc(C(=O)c2ccccc2OC)c(N)s1,-4.9,1.4,4.8,0.582,10.2,-2.7,-39.2,0.6,35.4
N#C/C(=C\c1ccc(F)cc1)c1n[nH]c(Cn2cncn2)n1,1.6,0.4,10.5,0.0515,41.1,-15.5,58.4*,0.5,48.7
CC(C)c1cc(NCC2CCCO2)n2c(nc3ccccc32)c1C#N (stereo unspecified),-3.0,0.3,4.4,0.0451,11.1,-38.6,73.4*,1,-0.3
COc1ccc2[nH]c(C)cc(=O)c2c1,-29.7,·,5.5,-0.457,12.0,4.7,·,·,·
CNC(=O)CSCCn1c(SCC(=O)NC)nc2ccccc2c1=O,-4.2,0.7,·,0.909,-3.3,4.5,26.2,0.9,7.9
CCOCc1nc(C)c(Cl)c(NS(=O)(=O)c2ccc(N)cc2)n1,-19.6,0.8,11.5,0.142,4.5,-4.2,23.7,1,-3.7
CCN(CC)S(=O)(=O)c1ccc(Cl)c(OC)c1,-11.3,2.4*,5.1,0.113,12.8,5.1,-139.7,0.1,89.2*
O=C(Nc1cccc2ccccc12)NC1CCCc2ccccc21 (stereo unspecified),-18.8,1,·,1.11,11.7,-36.2,1.9,0.6,38.9
Cc1[nH]c2ccccc2c1C(=O)CN1CCC2(CC1)OCCO2,7.2,1.2,·,-0.0663,15.5,2.1,-21.5,0.7,33.2
Cc1ccc(CNC(=O)Cn2ccc3ccccc3c2=O)o1,67.7,1.2,8.0,-1.2,-13.7,6.2,-18.8,0.6,39.1
Cc1ccc(-n2nc(C)c3c2OC(N)=C(C#N)C3c2ccoc2)cc1 (stereo unspecified),29.5,0.4,9.0,-0.087,0.4,·,63.5*,0.7,25.8
COC(=O)c1ccc(C(=O)Nc2cc(Cl)ccc2Cl)cc1NC(=O)c1ccc(N(C)C)cc1,·,1,·,1.43,·,·,3.7,1.1,-8.3
CCOc1nonc1C(=N)/C(C(C)=O)=C(\C)O,-12.9,1.1,5.4,-0.84,6.7,-1.8,-9.6,1.1,-8.9
Cc1cc(C(F)F)n2nc(C(=O)Nc3cccnc3Cl)nc2n1,-1.5,1,-3.2,1.35,4.9,6.3,1.4,1.1,-7.2
Cc1ccc(-c2cn3cccnc3n2)cc1NC(=O)c1ccc(Br)o1,-9.4,0.8,1.7,-0.00311,18.3,-12.0,17.8,1.1,-8.8
CCCc1cc(C(=O)Nc2cccnc2Cl)no1,-2.2,0.8,5.8,-0.214,2.1,-7.1,22.7,0.8,20.9
O=C1NC(Nc2nc3ccccc3s2)(C(F)(F)F)C(=O)N1C1CCCCC1 (stereo unspecified),-10.3,0.1,7.5,-0.191,5.2,-2.3,85.2*,0.3,68.9*
CCn1cc(C(=O)NCCCN(C)c2ccccc2)c(=O)c2cc(S(=O)(=O)N(C)C)ccc21,·,0.5,5.1,0.269,·,·,47.8,1.1,-7.6

# Next section.
Molecule,HUVEC tox TNFa,CYP2C9 activ,Candida biofilm,DAT uptake mod,VCAM1 TNFa inh,IL1B cytotox,CYP2C9 inhib,CYP2C19 activ,CYP2C19 inh
Cn1cccc1CNCc1ccccc1Cl,-18.2,1,·,-0.177,11.8,-8.1,1.6,0.6,37.7
CCC(=O)Nc1ccc(NC(=O)c2cccc(OC)c2)nc1,27.1,·,2.0,-0.0855,-4.3,-3.7,·,·,·
Cc1cccc(N(CC(=O)NC2CCCCC2)C(=O)c2c(C)noc2C)c1,-8.3,0.7,8.8,0.382,11.2,-1.6,31.8,1,2.4
CC(=O)Nc1ccc(C(=O)OCC(=O)c2ccc(C)c([N+](=O)[O-])c2)cc1,-5.1,0.5,·,0.0996,10.3,-11.9,50.7*,0.7,30.5
Cc1cccc(-n2nc(C(=O)Nc3ccccc3)n3c(=O)cc(-c4ccccc4)nc23)c1,-5.4,0.9,·,-0.777,6.4,-15.5,13.2,0.9,5.6
Cc1cccc(CCNC(=O)CCc2nc(-c3ccccc3F)no2)c1,-14.2,0.2,5.4,-0.496,14.3,-3.0,82.2*,0.1,91.5*
CCCCCCCCNC(=O)CCNC(=O)c1ccc(C(C)(C)C)cc1,-19.0,0.5,3.2,-0.434,3.3,·,51.8*,0.4,55.4*
COc1cc(C(=O)N(Cc2cccnc2)Cc2cc3cc4c(cc3[nH]c2=O)OCCO4)cc(OC)c1OC,3.1,0.6,-3.1,-0.949,-6.9,8.3,44.5,1,1.3
CCN(CC)C(=O)CSc1nnc(-c2cc3ccccc3cc2O)n1CC,-0.4,1,·,0.115,-17.3,10.3,-4.3,1.1,-8.6
CN1C(=O)N(S(=O)(=O)c2ccc(F)c(F)c2F)C(=O)C1(C)C,-15.7,1.1,-2.2,-0.668,2.1,0.5,-6.6,1,-0.1
Nc1nnc(-c2ccncc2)s1,·,0.9,4.6,-0.411,·,19.2,14.1,0.9,6.3
O=c1[nH]c(N2CCc3ccccc3C2)nc2c1CCC2,-4.1,0.9,2.9,-0.817,1.3,10.8,5.3,1,3.7
COc1ccc(/C=N/NC(=O)c2cccc([N+](=O)[O-])c2)cc1OS(=O)(=O)c1ccc(C)cc1,-12.4,0.8,·,1.89,8.5,·,18.1,0.8,21.2
COCCCN1C(=O)C(=O)/C(=C(/O)c2ccc(OC(C)C)cc2)C1c1ccc(O)c(OC)c1 (stereo unspecified),-28.2,1,-3.3,0.21,6.0,-64.0,-4.2,1.1,-13.2
CC(=O)Nc1cc(C(F)(F)F)ccc1OCC1CCCO1 (stereo unspecified),6.4,1,5.8,-0.029,0.3,14.7,-2.1,0.9,7.0
Cc1cc(NC(=O)CSc2nccn2-c2ccc(Cl)cc2)no1,4.4,0.5,3.3,-0.85,13.1,1.6,53.8*,0.2,80.9*
O=C(Nc1ccccc1C(=O)NC1CCCC1)NC1CCCC1,8.4,0.9,-3.4,-0.144,3.4,-19.3,13.5,0.7,26.2
CC(=O)Nc1ccc(S(=O)(=O)N2CCN(c3cc(C)nc4ccccc34)CC2)cc1,7.0,0.3,-1.4,·,7.7,11.4,66.2*,0.6,44.8
Cc1cc(=O)oc2cc3c(cc12)OCCO3,·,1,4.7,-0.548,·,·,-0.8,0.9,7.0
Cc1n[nH]c(C)c1S(=O)(=O)N1CCCC(C(=O)Nc2nccs2)C1 (stereo unspecified),17.7,0.3,10.7,-1.85,19.0,13.0,73.4*,0.4,61.0*

# Later entries
Molecule,HUVEC tox TNFa,CYP2C9 activ,Candida biofilm,DAT uptake mod,VCAM1 TNFa inh,IL1B cytotox,CYP2C9 inhib,CYP2C19 activ,CYP2C19 inh
COc1cccc(CNC(=O)C2CCN(C(=O)N(C)C)CC2)c1,·,1.1,9.4,-0.264,·,-2.2,-9.3,1,-0.5
Cc1ccn2cc(CCNS(=O)(=O)c3ccc(F)c(C(F)(F)F)c3)nc2c1,-14.0,0.6,13.2,1.48,-3.5,4.8,38.3,0.5,48.6
CC1CN(C(NC(=O)C(C)(C)C)C(Cl)(Cl)Cl)CC(C)O1 (stereo unspecified),2.7,1,·,-0.0408,-2.0,4.9,3.7,1,0.9
CC(=C1C2C=CC1C1C(=O)NC(=O)C21)c1ccccc1 (stereo unspecified),-5.3,1.2,1.9,0.624,-6.6,-1.3,-17.7,0.2,79.4*
COCc1nnc(NS(=O)(=O)c2c(C)cc(C)cc2C)s1,-45.6,0.2,5.3,-0.995,-20.6,6.7,84.4*,1,4.6
Cc1ccc(C)c2[nH]c(=O)c(CN(Cc3ccco3)C(=O)Nc3ccccc3)cc12,-26.6,0.6,2.8,0.0848,0.6,-22.0,39.9,0.7,26.3
COc1ccc(S(=O)(=O)N2CCC(C(N)=O)CC2)c2ccccc12,7.3,0.6,1.3,-0.592,17.5,-14.4,44.9,0.6,40.1
Cc1ccc(-c2nn(-c3ccccc3)cc2/C=N/NC(=O)c2ccc(Br)o2)cc1,-3.3,0.5,·,0.0494,-5.4,-19.5,52.3*,0.7,29.3
Cc1cc(C)cc(OCC(=O)N2CCCCCC2)c1,-27.1,1.2,9.0,0.054,24.8,-35.4,-15.5,0.5,53.5*
Cc1ccc(NC(=O)c2c(Cl)n(C)c3ccccc23)cc1,-11.0,2.1*,·,·,-1.6,-116.8,-111.5,0.7,26.4
COc1ccc(OC)c(C(=O)CC2OC(=O)c3ccccc32)c1 (stereo unspecified),-10.4,1,6.8,0.0107,3.1,-1.5,-0.5,0.6,38.1
N#Cc1cc(C#N)c(N2CCN(c3cccc(Cl)n3)CC2)nc1N,-6.3,0.6,·,0.72,5.3,6.4,35.6,0,97.8*
CC(C)C1Cc2c(sc3[nH]c(=S)n(Cc4ccccc4)c(=O)c23)CO1 (stereo unspecified),-21.7,0.2,0.9,0.475,-3.8,-202.6,76.9*,1,4.4
Cc1noc(C)c1C(=O)N1CCN(Cc2ccc3c(c2)OCO3)CC1,-26.8,1.1,5.6,0.748,-14.8,-22.6,-6.0,1,3.2
CCOc1ccc(C2N(c3ccc(OC)cc3)C(=O)C3CCCN32)cc1OC (stereo unspecified),-2.3,0.6,6.0,0.724,11.4,6.4,37.2,0.8,22.5
CCOc1ccc(C(=O)N2CCN=C2SC)cc1OCC,-26.7,1.2,-0.2,-0.0669,-12.0,-10.7,-20.3,1,-4.5
CC(C)c1ccc(N(C(=O)C(F)(F)F)C(C(=O)NC2CCCCC2)c2ccncc2)cc1 (stereo unspecified),-10.5,0.8,·,-0.531,-0.5,-32.0,18.2,0.8,22.6
Cc1ccc(OCC(=O)N2CCN(c3nnc(-c4ccccc4)c4ccccc34)CC2)cc1,-19.1,0.6,0.6,3.04*,-11.1,8.5,44.8,0.5,46.7
Cc1ccc(Cn2c(=O)c3ccccc3n3c(CCC(=O)O)nnc23)cc1,-13.2,·,3.2,-0.267,11.3,2.8,·,·,·
Cc1ccc(S(=O)(=O)Oc2ccccc2/C=N/NC(N)=S)cc1,11.1,1.1,·,-0.477,36.3,23.6,-6.5,0.9,14.6

# Additional records.
Molecule,HUVEC tox TNFa,CYP2C9 activ,Candida biofilm,DAT uptake mod,VCAM1 TNFa inh,IL1B cytotox,CYP2C9 inhib,CYP2C19 activ,CYP2C19 inh
O=C1/C(=C\c2cccs2)N=C(c2cccs2)N1Nc1ccccc1,-7.4,0.4,1.3,0.852,1.2,4.1,57.8*,0.7,33.9
COCCNC(=O)CN(C(=O)Cn1nnc2ccccc21)c1ccc(F)c(Cl)c1,·,1.1,·,-1.56,·,-11.8,-5.1,0.4,56.2*
O=C(CCC(=O)N1CCN(c2ccccn2)CC1)Nc1nnc(C2CCCCC2)s1,·,0.9,7.2,0.303,·,·,9.8,0.8,16.4
CC1CC(C)CN(CC(=O)N2c3ccccc3CCc3ccccc32)C1 (stereo unspecified),29.6,1,2.6,0.348,11.0,1.9,-3.1,0.8,24.7
CCN(CC)S(=O)(=O)c1ccc(N(C)Cc2ccc(C(F)(F)F)cc2)nc1,-25.3,0.2,2.4,-0.392,-1.3,8.8,80.4*,0.1,85.1*
O=C(Nc1nc(-c2ccccc2)cs1)c1ccc(Br)o1,-25.9,0.6,·,-0.958,-41.7,-26.1,37.3,0.8,23.6
C=CCN(CC=C)S(=O)(=O)c1ccc(NC(=S)NC(=O)c2ccco2)cc1,-3.7,1.1,·,-0.497,9.2,-3.6,-9.1,0.8,18.4
